# thrombin 1536: blocks human thrombin protease activity; P00734; alpha-thrombin, Boc-VPR-AMC fluorogenic substrate cleavage; inhibition, % at 5 µM; hit rate 0.26% among 220,000;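 active means inhibition at or above 40%; inactive means inhibition below 40%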;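 further: 0% = enzyme with no compound and 100% = wells without enzyme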
#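 Material: human alpha-thrombin protein; Also added: Boc-VPR-AMC substrate, 15 µM final; Timing: enzyme reaction carried out at room temperature; Signal: fluorescence, ex 355 nm, em 460 nm; Measure: % inhibition of thrombin; Controls: enzyme without compound as high, wells lacking enzyme as low.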
# PERK inh: inhibitors of human PERK kinase. Q9NZJ5. CHO PERK-DD fusion, SEAP luminescence translation reporter. inhibition, % at 5.6 µM. hit rate 0.17% among 220,000. AID 1416;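 active means inhibition above the mean inhibition of all tested compounds plus 3 SD, set separately per screening campaign, cut at about 2.9% in these data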;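 further: PERK kinase domain activated by AP20187 dimerizer at 100 nM; 0% = DMSO with dimerizer and 100% = rapamycin at 8.4 µM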
# Target sequence (Q9NZJ5 whole entry, looked up, the tested form may be a part): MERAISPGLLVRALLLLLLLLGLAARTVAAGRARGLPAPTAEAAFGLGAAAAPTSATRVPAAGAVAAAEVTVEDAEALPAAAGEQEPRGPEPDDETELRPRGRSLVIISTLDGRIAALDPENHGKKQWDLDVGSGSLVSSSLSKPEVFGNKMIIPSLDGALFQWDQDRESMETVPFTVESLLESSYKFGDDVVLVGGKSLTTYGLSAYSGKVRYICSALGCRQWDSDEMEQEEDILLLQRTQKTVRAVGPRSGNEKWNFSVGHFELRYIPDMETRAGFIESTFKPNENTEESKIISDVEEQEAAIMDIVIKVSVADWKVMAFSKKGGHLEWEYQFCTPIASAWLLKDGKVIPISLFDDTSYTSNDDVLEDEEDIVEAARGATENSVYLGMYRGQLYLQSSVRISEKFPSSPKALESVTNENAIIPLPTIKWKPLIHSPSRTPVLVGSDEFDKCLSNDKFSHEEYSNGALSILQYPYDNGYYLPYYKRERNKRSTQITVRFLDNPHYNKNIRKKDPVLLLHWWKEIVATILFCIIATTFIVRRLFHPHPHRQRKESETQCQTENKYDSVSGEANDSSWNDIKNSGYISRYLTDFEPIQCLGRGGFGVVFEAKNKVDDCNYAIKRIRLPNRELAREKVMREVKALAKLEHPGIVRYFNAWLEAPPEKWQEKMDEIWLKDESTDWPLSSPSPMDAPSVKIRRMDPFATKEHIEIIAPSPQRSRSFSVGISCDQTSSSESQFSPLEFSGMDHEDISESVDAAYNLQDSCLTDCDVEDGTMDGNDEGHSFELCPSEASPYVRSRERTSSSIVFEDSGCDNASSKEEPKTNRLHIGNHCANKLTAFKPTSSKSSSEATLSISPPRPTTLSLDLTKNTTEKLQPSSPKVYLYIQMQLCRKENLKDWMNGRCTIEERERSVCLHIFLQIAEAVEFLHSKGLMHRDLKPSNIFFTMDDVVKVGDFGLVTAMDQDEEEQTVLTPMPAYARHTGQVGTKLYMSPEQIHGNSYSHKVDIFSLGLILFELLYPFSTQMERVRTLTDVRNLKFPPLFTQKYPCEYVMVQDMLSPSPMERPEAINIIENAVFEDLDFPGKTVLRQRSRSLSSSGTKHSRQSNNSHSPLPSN
# FXIa inh: inhibitors of human coagulation factor XIa; P03951; purified FXIa, Boc-Glu-Ala-Arg-AMC fluorogenic substrate; inhibition, % at 5 µM; AID 798; hit rate 0.14% among 220,000;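 active means inhibition of at least 40%; inactive means inhibition below 40%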;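 further: fluorescence of freed AMC excited at 355 nm; 0% = enzyme without compound and 100% = no enzyme blank; many of its hits are not listed in these tables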
# p97 ATPase inh: blocks human p97 ATPase activity; P55072; recombinant p97 ATPase, Kinase-Glo ATP luminescence, 3 h; inhibition, % at 8 µM; hit rate 0.42% among 220,000; AID 1481; in the data active means inhibition above about 15%;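 further: 0% = DMSO vehicle and 100% = wells lacking enzyme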
# FXIIa inh 1536: inhibitors of human coagulation factor XIIa; P00748; purified FXIIa, Boc-QGR-AMC fluorogenic substrate, 2 h; inhibition, % at 5 µM; hit rate 0.3% among 220,000; AID 800; in the data active means inhibition above about 40%;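 further: 0% = enzyme with no compound and 100% = blank without enzyme; many of its hits are not listed in these tables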
# Cl transport mod: modulators of human KCC2 chloride dependent transport. KCC2 cells, thallium flux FluoZin-2 fluorescence. Q9H2X9. B-score of Tl+ flux slope (higher = more flux/activation; lower = inhibition) at 10 µM. hit rate 2.2% among 190,000. AID 1456;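 active means thallium flux slope and its plate-corrected score both differing from the plate sample mean at a set confidence after two filtering rounds, in either direction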;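 further: slope of fluorescence scaled to starting intensity during 10 to 20 s after thallium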
# Wee1 degr inh: human Wee1 degradation inhibition, primary screen; P30291; reporter increase, % at 5 µM; AID 1321; HeLa Luc-Wee1K328M stability, luciferase luminescence; 100% = proteasome inhibitor MG132 effect; hit rate 1.2% among 220,000;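 active means activation above the mean of all tested compounds plus 3 SD, set per screening run, cut at about 8.8% in these data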;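 further: cells exposed to compound for 20 h before luminescence read; 0% = DMSO alone and 100% = MG132 at 30 µM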
# Furin inh: inhibitors of human furin. purified furin, fluorogenic substrate cleavage. P09958. inhibition, % at 30 µM. hit rate 0.061% among 220,000; in the data active means inhibition above about 25%; further: inactives centre near -15
# hK5 inh: inhibitors of human kallikrein 5. recombinant hK5, fluorogenic AMC substrate cleavage. hit rate 0.59% among 210,000. inhibition, % at 5 µM. Q9Y337;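 active means inhibition of 40% or more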;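 further: 0% = enzyme controls without compound and 100% = no-enzyme blanks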
# * = called active by the depositor; · = not tested or not shown; [ ] = another dose, or the depositor's remark.
Structure | thrombin 1536 | PERK inh | FXIa inh | p97 ATPase inh | FXIIa inh 1536 | Cl transport mod | Wee1 degr inh | Furin inh | hK5 inh
Oc1ccc(/C=N/N2CCN(C3c4ccccc4-c4ccccc43)CC2)c(O)c1 | 22 | -0.2 | 48* | 14 | 26 | 0.88 | 5 | -10 | -2
O=C1Nc2ccccc2C(O)(C(=O)N2CCCCC2)N1c1ccccc1 (stereo not drawn) | 1 | -0.3 | 1 | -5 | 9 | -0.14 | -2 | -10 | -16
Cc1cc(C)nc(NC2=NCC(=O)N2c2ccc(F)c(Cl)c2)n1 | -4 | -0.8 | 7 | 2 | 11 | · | 0 | -16[20 µM] | -5
COc1ccc(-c2noc(CN(Cc3nccn3C)C(C)C)n2)cc1 | 1 | -1.3 | -1 | -1 | 11 | -0.74 | 3 | -17 | -2
CCC(C)[C@H](NC(=O)Nc1ccc(C(C)=O)cc1)C(=O)OC (stereo partly drawn) | 1 | -0.1 | 24 | -6 | 44* | 0.31 | 1 | -5 | 2
c1ccc2[nH]c(CSc3nc4ccccc4o3)nc2c1 | -2 | 0.0 | -1 | 6 | 9 | · | 0 | -30 | -5
CCS(=O)(=O)c1nc(S(=O)(=O)c2ccc(Cl)cc2)c(NCc2ccco2)s1 | 0 | 0.9 | 9 | 6 | 12 | -0.02 | 4 | -17 | -4
COC(=O)C1=C(N)OC2=C(C(=O)CC(C)(C)C2)C1c1ccoc1 (stereo not drawn) | -17 | 2.1 | 5 | 0 | -6 | 0.49 | -1 | -16 | 7
Cc1cccc(NC(=O)COc2ccc(Br)cc2)n1 | 30 | 1.6 | 20 | 5 | 11 | 0.11 | -1 | -27[20 µM] | 37
C#CCOCCOCCOCCNc1nc(N2CCN(C(=O)[C@H]([C@@H](C)CC)n3cc([C@@H](N)CO)nn3)CC2)nc(N2CCN(C(=O)[C@H](Cc3ccc(O)cc3)n3cc([C@@H](N)CC(C)C)nn3)CC2)n1 | 4 | 0.2 | 4 | 2 | 11 | -0.71 | -2 | -27 | 6
CC1CCCN(CC(=O)Nc2ccc(S(=O)(=O)NC3CCCCC3)cc2)C1 (stereo not drawn) | -6 | -0.7 | -6 | 0 | 10 | 0.73 | -1 | -26 | -7
Cc1csc2c(N3CCN(C(=O)Nc4ccc(Cl)c(Cl)c4)CC3)ncnc12 | -2 | 0.5 | 5 | 4 | 13 | -1.7 | 0 | -24 | 5

# Next part; the last two above are carried over.
Structure | thrombin 1536 | PERK inh | FXIa inh | p97 ATPase inh | FXIIa inh 1536 | Cl transport mod | Wee1 degr inh | Furin inh | hK5 inh
CC1CCCN(CC(=O)Nc2ccc(S(=O)(=O)NC3CCCCC3)cc2)C1 (stereo not drawn) | -6 | -0.7 | -6 | 0 | 10 | 0.73 | -1 | -26 | -7
Cc1csc2c(N3CCN(C(=O)Nc4ccc(Cl)c(Cl)c4)CC3)ncnc12 | -2 | 0.5 | 5 | 4 | 13 | -1.7 | 0 | -24 | 5
COc1ccccc1C/C(N)=N/OC(=O)/C=C/c1ccccc1 | -4 | 1.0 | 7 | 3 | 7 | -1.2 | 2 | -17 | -2
Nc1[nH]ncc1-c1ccc(F)cc1 | 32 | 0.6 | 9 | 1 | 19 | 0.4 | -1 | -2 | 17
CC/C(=C/c1sc2ccc(C)cc2[n+]1CCCS(=O)(=O)[O-])SC | -7 | 1.4 | -1 | 3 | 8 | -0.47 | -2 | -13 | 3
COc1ccccc1N=C1SCC(=O)N1c1ccccc1OC | -9 | 0.3 | 1 | -1 | 6 | 1.2 | 3 | -5 | -8
CC(=O)Nc1cnc(NC(=O)c2cccc(F)c2)cc1C | -4 | 0.7 | 7 | 0 | 15 | 0.99 | 4 | -19[20 µM] | 9
O=C(/C=C/c1ccc(F)cc1)NC(=S)NNC(=O)c1cnccn1 | -1 | -0.6 | -1 | 5 | 8 | 0.98 | -3 | -17 | -22
CCCCNC(=O)COC(=O)c1ccc(N(C)C)cc1 | -10 | 1.8 | -4 | 1 | 4 | 0.2 | -2 | -16 | -2
O=C(CN1CCN(c2ccccc2O)CC1)Nc1ccc([N+](=O)[O-])cc1Br | 3 | 0.0 | 8 | -4 | 8 | 0.65 | 2 | -12 | -6
O=c1c2ccccc2nc2n1C(CBr)CS2 (stereo not drawn) | -3 | 1.7 | -5 | 1 | -5 | 0.051 | -1 | -14 | -18
CCOC(=O)c1c(C)c(C(=O)Nc2ccc3c(c2)OCO3)c(C)n1C | 3 | 0.5 | 24 | 0 | 12 | · | -2 | -21 | 4
CCCCNC(=S)N(C)/N=C/c1ccc2c(c1)OCO2 | -1 | 0.5 | 4 | -9 | 0 | -0.28 | -2 | -2 | 2
CCCCCCCC(O)CC(CC1CCCCC1)C(=O)NN (stereo not drawn) | 3 | 1.7 | 23 | -2 | 27 | -0.028 | -1 | -15 | -15

# (further entries)
Structure | thrombin 1536 | PERK inh | FXIa inh | p97 ATPase inh | FXIIa inh 1536 | Cl transport mod | Wee1 degr inh | Furin inh | hK5 inh
COCc1ccc(C(=O)N2CCCC(CCC(=O)NCc3ccccc3F)C2)o1 (stereo not drawn) | 0 | 2.5 | 0 | 3 | 8 | · | 0 | -16 | ·
CCOC(=O)c1ccc(N2C(=O)CC(NC3CCN(C(=O)c4cccc(Cl)c4)CC3)C2=O)cc1 (stereo not drawn) | -2 | 1.4 | -2 | -2 | 10 | -0.49 | -1 | -12[20 µM] | 19
CN(C)c1ccc(NC(=O)/C=C/c2c(Cl)cccc2Cl)cc1 | 16 | 0.1 | -11 | -6 | -8 | -2.2 | 4 | -10 | -2
COc1cccc(C(=O)NC(C)C(c2cccs2)N2CCN(C)CC2)c1 (stereo not drawn) | 2 | 0.0 | 2 | -1 | 13 | 0.73 | 0 | -10 | -2
O=C(c1cccs1)N1CCN(CCCc2ccccc2)CC1 | -2 | -0.1 | -15 | -2 | 3 | -1.6 | 0 | -13[20 µM] | -1
O=C(N/C=C/n1cnc2cc(C(F)(F)F)ccc21)c1ccccc1 | 10 | 0.2 | 11 | -5 | 17 | -0.25 | 7 | -8 | 15
O=C(Nc1ccccc1)C1=C[C@@H](c2ccc(Br)cc2)C[C@@H](OCCCCO)O1 | 0 | 0.7 | 2 | 3 | 12 | 0.41 | 5 | -12 | 4
CCOC(=O)N1CCN(C(=O)C2CCN(S(=O)(=O)c3ccc(F)cc3)CC2)CC1 | -3 | 0.5 | -1 | 1 | 5 | 0.23 | -3 | -27 | 4
CCn1ncc(C2=NOC(C(=O)Nc3cnn(C45CC6CC(CC(C6)C4)C5)c3)C2)c1C (stereo not drawn) | 1 | -0.3 | 5 | -2 | 20 | · | -1 | -26 | 18
Cn1cccc1C(=O)NC(=O)COC(=O)Cc1coc2ccc3ccccc3c12 | -2 | 0.8 | -1 | 6 | -1 | 0.018 | 3 | -27 | -1
CCn1ncc(/C=N\NC(=O)c2ccc3c(c2)c(C)c(C)n3Cc2ccccc2)c1C | -6 | -1.5 | -2 | -3 | -9 | -0.22 | -3 | -8[20 µM] | -22
CCOCCCNc1nc2c(C)cccn2c(=O)c1/C=C1\SC(=S)N(CC(C)C)C1=O | 9 | 0.8 | -9 | -3 | 5 | -0.65 | -3 | 2 | -9

# Looked up by compound from above, 4 records:
Structure | thrombin 1536 | PERK inh | FXIa inh | p97 ATPase inh | FXIIa inh 1536 | Cl transport mod | Wee1 degr inh | Furin inh | hK5 inh
CN(C)c1ccc(NC(=O)/C=C/c2c(Cl)cccc2Cl)cc1 | 16 | 0.1 | -11 | -6 | -8 | -2.2 | 4 | -10 | -2
Cn1cccc1C(=O)NC(=O)COC(=O)Cc1coc2ccc3ccccc3c12 | -2 | 0.8 | -1 | 6 | -1 | 0.018 | 3 | -27 | -1
CCOC(=O)c1ccc(N2C(=O)CC(NC3CCN(C(=O)c4cccc(Cl)c4)CC3)C2=O)cc1 (stereo not drawn) | -2 | 1.4 | -2 | -2 | 10 | -0.49 | -1 | -12[20 µM] | 19
CCOC(=O)N1CCN(C(=O)C2CCN(S(=O)(=O)c3ccc(F)cc3)CC2)CC1 | -3 | 0.5 | -1 | 1 | 5 | 0.23 | -3 | -27 | 4

# Carrying on.
# Every second line gives: thrombin 1536	PERK inh	FXIa inh	p97 ATPase inh	FXIIa inh 1536	Cl transport mod	Wee1 degr inh	Furin inh	hK5 inh
c1ccc(Cn2c[n+](Cc3ccccc3)cn2)cc1
    -10	-0.2	-5	-2	1	0.16	-3	-13	-4
Cc1c(N=C/C=C2\N(C)c3ccccc3C2(C)C)c(=O)n(-c2ccccc2)n1C
    -2	-0.9	-2	2	1	0.16	-2	0	8
O=C(C1CCCN(S(=O)(=O)c2ccccc2[N+](=O)[O-])C1)N1CCN(c2ccccc2)CC1 (stereo not drawn)
    8	-0.3	-6	4	0	-0.66	0	-9	0
O=S(=O)(NCCc1ccccc1)c1ccccc1
    -4	1.4	5	-6	8	-0.81	8	-3[20 µM]	-1
Cc1ccc(C(=O)NNC(=O)CSc2nnc(CNc3ccc(F)cc3)n2C)cc1
    -1	0.7	-3	2	1	-0.062	0	-19	-4
Cc1cc(Oc2ncccc2[N+](=O)[O-])c2cc(Cl)ccc2n1
    2	-1.1	3	4	15	-0.47	3	-15	1
S=C(NCc1ccccn1)Nc1ccccc1
    -4	0.3	-2	2	5	-0.42	0	-21	-13
CC(Sc1nnnn1C)C(=O)Nc1ccccc1-c1ccccc1 (stereo not drawn)
    -11	0.3	-5	3	4	1.4	-1	-23	-5
Cc1ccsc1CN1CC(=O)N(c2c(C)cccc2C)C1=S
    -13	1.4	3	1	6	-0.91	5	-37	6
CCOc1ccccc1NC(=O)C(=O)N/N=C/c1ccc([N+](=O)[O-])cc1
    -6	0.5	-7	1	·	0.62	-3	-14	-2
CC/C(O)=N\S(=O)(=O)c1ccc(N=NN(C)C)cc1
    2	-0.2	5	2	13	0.9	-1	-12[20 µM]	-12
Cc1ccnc(NC(c2ccccc2O)c2oc(CO)cc(=O)c2O)c1 (stereo not drawn)
    4	0.6	3	3	12	0.0046	-3	-37	-2
Cc1ccc(-c2ccc(=O)n(CC(=O)N3CCN(c4cc(Cl)ccc4C)CC3)n2)cc1
    -4	0.8	-6	0	1	-0.4	-1	1[20 µM]	-2
CCn1c(COc2ccccc2)nc2ccccc21
    3	0.4	12	1	23	-1.1	-3	-9[20 µM]	-9
O=C(NC1CCCCCC1)c1ccc(N2CCCC2=O)cc1
    -1	0.7	1	5	16	·	-2	-25	-2
O=C(Cn1cnc2c(cnn2-c2ccccc2)c1=O)NCCc1ccccc1
    -5	-0.2	-5	1	-2	-0.031	-2	-12[20 µM]	0
COc1ccc(CN2CN(S(=O)(=O)c3ccccc3)c3nc4ccccc4nc32)cc1
    -5	-1.6	-2	0	4	-1	3	-10	2
CCCc1nnc(SCC(=O)N2CCCC2)n1CC1CCCO1 (stereo not drawn)
    0	0.4	-3	4	4	-0.41	-1	-29	-9
O=c1cc(-c2ccccc2)nc2cc(-c3ccco3)[nH]n12
    -1	1.7	1	2	5	3.9*	2	-10	-2
Cc1cc(NC(=O)CSc2nc3c(c(=O)n2CCc2ccccc2)SC(C)C3)no1 (stereo not drawn)
    -10	0.1	-6	4	3	0.63	5	-21	-18
O=C1N2c3ccccc3CCc3cccc(c32)C1(O)C(F)(F)F (stereo not drawn)
    0	1.3	-11	2	14	-1.9	-3	-14[20 µM]	8
COc1ccc(NC(=O)CC2C(=O)N(c3ccc(OC)cc3)C(=O)N2C(C)C)cc1 (stereo not drawn)
    -10	1.9	4	2	-3	·	0	-9[20 µM]	-29
O=S(=O)(c1cc(C(F)(F)F)ccc1Cl)N1CCCCCC1
    -6	0.1	5	-1	5	0.032	0	-1	-28
COc1ccc(/C=C/C(=O)OCC(=O)Nc2ccc(N3CCOCC3)cc2)cc1
    20	0.7	6	-5	21	0.052	1	-2	82*

# Compound activity: PubChem, several laboratories
